From PubChem BioAssay
TDP1 inh: qHTS Assay for Inhibitors of Tyrosyl-DNA Phosphodiesterase (TDP1); Tyrosyl-DNA phosphodiesterase 1 (Homo sapiens), Q9NUW8; recombinant TDP1, AlphaScreen DNA substrate cleavage; Potency, µM (doses to about 130 µM), for inactives: top-dose activity change, negative = inhibition, hits mostly inhibitors; hit rate 0.28% among 350,000; AID 485290, 2010; also: nearly all actives have a fitted effect of over 40% in size
Target sequence (Q9NUW8 whole entry, looked up): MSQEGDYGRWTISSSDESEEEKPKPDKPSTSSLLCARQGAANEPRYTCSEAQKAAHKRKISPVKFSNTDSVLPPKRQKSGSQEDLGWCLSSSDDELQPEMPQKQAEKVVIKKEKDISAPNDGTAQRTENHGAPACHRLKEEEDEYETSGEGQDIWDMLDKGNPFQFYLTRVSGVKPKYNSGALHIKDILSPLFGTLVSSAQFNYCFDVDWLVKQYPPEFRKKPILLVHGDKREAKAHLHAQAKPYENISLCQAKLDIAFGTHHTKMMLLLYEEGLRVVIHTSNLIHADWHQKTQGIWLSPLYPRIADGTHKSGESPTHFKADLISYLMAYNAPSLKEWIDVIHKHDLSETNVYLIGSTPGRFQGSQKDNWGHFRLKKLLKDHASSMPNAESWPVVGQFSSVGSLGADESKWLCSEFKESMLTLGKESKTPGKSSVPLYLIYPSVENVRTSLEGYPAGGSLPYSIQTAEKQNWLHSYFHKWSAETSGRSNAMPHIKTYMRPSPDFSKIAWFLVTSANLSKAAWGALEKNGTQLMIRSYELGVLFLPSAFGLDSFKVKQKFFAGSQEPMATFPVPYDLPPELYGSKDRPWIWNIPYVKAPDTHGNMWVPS
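E. coli-derived human Tdp1, 1 nM final. Cpd preinc 15 min RT; substrate 15 nM final, 5 min RT; AS bead mix 10 ug/ml final, 10 min RT. Signal loss = tyrosine-FITC cleavage. No-enzyme wells = max signal.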
DT40 TDP1 CPT: qHTS for Inhibitors of human tyrosyl-DNA phosphodiesterase 1 (TDP1): qHTS in cells in presence of CPT; hit rate 12% among 420,000; chicken DT40 Tdp1-/-;hTDP1 cells + 20 nM CPT, ATP luminescence, 48 h; Potency, µM (doses to about 46.2 µM), for the others: top-dose activity change, negative = growth inhibition, hits mostly inhibitors; also: nearly all actives have a fitted effect of over 55% in size
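Chicken DT40 Tdp1-/- cells complemented with human TDP1, 400 cells/well, exposed to compounds plus 20 nM camptothecin for at least 48 h at 37 C; viability read as ATP content by CellTiter-Glo luminescence.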
DT40 TDP1 no CPT: qHTS for Inhibitors of human tyrosyl-DNA phosphodiesterase 1 (TDP1): qHTS in cells in absence of CPT | hit rate 15% among 420,000 | DT40 Tdp1-/- hTDP1 cells, no CPT, ATP luminescence, 48 h | Potency, µM (top dose mostly 46.2 µM), for inactives: top-dose activity change, negative = growth inhibition, actives largely listed as inhibitors; also: nearly all actives have a fitted effect of over 55% in size
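Growth of hTDP1-complemented DT40 Tdp1-knockout cells is measured by ATP luminescence after at least 48 hr compound exposure at 37 °C, with DMSO substituting for the 20 nM CPT used in the parallel screen.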
* hit, by the source's call; ? = inconclusive; . = no result given; & = joins results of further samples; [ ] = dose if it differs, or a comment. Calls follow the shape of the dose curve; as a rule, active = well fitted curve in the direction sought with a large enough effect; inconclusive = small, poorly fitted or top-dose-only effect, or another doubt; inactive = no such curve, though single readings can be large; an effect the other way counts as inactive or inconclusive. % is scaled to controls: 0 for no effect and ±100 for the full control effect; potency is read from the fitted curve at half-maximal effect.

structure	TDP1 inh	DT40 TDP1 CPT	DT40 TDP1 no CPT
COCCn1c(COC)nc2ccccc21	-3.3%	1.4%	-1.3%
CCOc1ccc(N2C(=O)S/C(=C\c3cccn3C)C2=O)cc1	1.9%	?	?
COC(=O)c1ccccc1SCc1csc(C)n1	.	0.8%	16.1%
Cn1c(=O)c2cc(C(=O)NCCCN3CCN(c4ccccc4F)CC3)sc2c2ccccc21	0.0%	3.66µM*	3.66µM*
CCc1nc(Nc2cccc(F)c2)c2oc3ccccc3c2n1	.	?	?
Cc1cccc(OCC(=O)NCCc2nc3ccccc3[nH]2)c1C	.	?	?
Cc1ccc(CNCC(O)(c2ccccc2)c2ccccc2)cc1	.	?	20.6µM*
Cc1ccc(C(=O)Nc2ccc(C(=O)OCc3cc(=O)n4c5c(sc4n3)CCCC5)cc2)cc1	3.8%	?	-29.2%
COc1cc(/C=C/C(=O)OCC(=O)c2c(N)n(C)c(=O)n(C)c2=O)ccc1O	2.4%	-28.4%	-27.7%
Cc1ccc2c(c1)N(CC(=O)NC1CCC(C)CC1)C(=O)c1cccnc1O2 (centres undefined)	.	-10.6%	-24.3%
O=C(C(=O)N1CCOCC1)c1cn(CCOc2ccccc2)c2ccccc12	0.0%	-19.8%	-12.5%
CC1(C)C/C(=N/Nc2ccc([N+](=O)[O-])cc2[N+](=O)[O-])C(C)(C)O1	.	-11.8%	?
COC(F)(F)C(Cl)Cl	.	0.8%	-4.5%
CSCCC(NS(=O)(=O)c1cccs1)C(=O)Nc1ccc(C)c(Cl)c1 (centres undefined)	7.5%	-3.0%	-29.4%
COc1cccc(C2Nc3cc(Cl)c(S(N)(=O)=O)cc3S(=O)(=O)N2)c1 (centres undefined)	5.1%	-10.6%	-17.1%
CC1(C(=O)Nc2nc3ccc(S(C)(=O)=O)cc3s2)CC1(Cl)Cl (centres undefined)	.	?	?
CC(NC(=O)COC(=O)c1cc(=O)[nH]c2ccccc12)c1ccccc1 (centres undefined)	2.6%	17.7%	0.5%
Cc1cc2nnn(-c3nnc(-c4ccccc4)c4ccccc34)c2cc1C	0.0%	25.9µM*	?
Cc1c(C(=O)N(C)Cc2ccc(F)cc2)sc(=O)n1Cc1ccccc1C#N	.	23.1µM*	16.4µM*
Cc1ccc(CCNC(=O)c2ccc(CSCc3ccc(C)cc3)o2)cc1	-2.6%	?	?
O=C(NCc1ccco1)/C(=C/c1cccc(C(F)(F)F)c1)c1nc2ccccc2[nH]1	8.1%	9.2µM*	5.8µM*
COc1ccc(CCN2CNc3c(c(=O)n(C)c(=O)n3C)C2)cc1OC	7.0%	-7.7%	-22.6%
CCC(=O)NC(=S)Nc1ccc(-c2nc3ccccc3s2)cc1	3.2%	-15.2%	-23.9%
COc1ccccc1NC(=O)CSc1nc2ccccc2c(=O)n1CC1CCCO1 (centres undefined)	.	?	?
Cc1noc(C)c1S(=O)(=O)N(C)C[C@H]1Oc2c(NC(=O)NC(C)C)cccc2C(=O)N([C@H](C)CO)C[C@@H]1C	-0.8%	-6.9%	-10.1%
C[N+](C)(CCOc1ccccc1)Cc1cccs1	.	5.6%	-24.9%
CC(=O)Nc1ccc(NC(=O)CC(C)n2ccnc2)cc1 (centres undefined)	.	-0.4%	-12.7%
Cc1ccccc1-c1nc(CS(=O)CC(=O)NC2CCCCC2)c(C)o1 (centres undefined)	3.9%	-23.9%	-23.2%
CC(=O)Nc1cccc(-c2nnc(SCC(=O)c3cc([N+](=O)[O-])ccc3Br)o2)c1	3.2%	5.17µM*	5.17µM*
Cc1nc(NCc2ccco2)[nH]c(=O)c1CCC(C)C	3.1%	?	?
COc1cc(/C=N/N2CCN(Cc3ccccc3)CC2)cc(OC)c1OC	.	-8.4%	?
Cc1ccc(-c2c(C)n([O-])c3c([n+]2=O)CCCCC3)cc1	2.5%	11.0%	8.6%
CN(C)C(CNC(=O)c1ccc(C(=O)c2ccccc2)cc1)c1ccccc1 (centres undefined)	8.5%	-15.5%	?
Cc1cc(C)cc(OCC(=O)Nc2c(C)ccc3nsnc23)c1	1.9%	?	-25.5%
O=C(CSc1nc(-c2cccs2)cc(C(F)(F)F)n1)Nc1cc(OCC(F)(F)C(F)F)cc([N+](=O)[O-])c1	-5.3%	8.2µM*	11.6µM*
O=C(NCC(=O)N1CCN(S(=O)(=O)c2ccccc2F)CC1)c1ccc(Br)o1	-0.5%	-14.9%	-2.6%
CCCc1cc2c(=O)c(-c3ccccn3)coc2cc1OC	.	?	8.2µM*
O=c1[nH]c2ccccc2cc1-c1noc(-c2cccnc2)n1	2.0%	-18.6%	?
CCN1C[C@@H]2[C@@H]3C(=O)N(Cc4ccccc4)C(=O)[C@@H]3[C@](C)(C1=O)N2C(=O)c1ccc(C(F)(F)F)cc1	.	-5.3%	-26.0%
O=C(CSc1nc2ccccc2[nH]1)NCCCn1ccnc1	3.1%	0.2%	-3.9%
COc1cccc(NC(=O)C2(C)CCN2Cc2ccc(OC)c3ccccc23)c1 (centres undefined)	.	?	-75.0%
CCc1ccc(N(C(=O)c2csnn2)C(C(=O)NC(C)(C)C)c2ccncc2)cc1 (centres undefined)	0.0%	-24.2%	-29.8%
CC1(C)CC(=O)C=C(Nc2cccc(O)c2)C1	2.1%	-3.2%	-18.4%
CC(=O)c1ccc(OC(C)c2nc3ccccc3s2)cc1 (centres undefined)	.	-5.9%	?
COC(=O)c1ccc(CNC(=O)CCC(=O)N2CCOCC2)cc1	-0.1%	-16.5%	-28.5%
O=C(CN1CCOCC1)Nc1nc2cc([N+](=O)[O-])ccc2s1	1.3%	-8.1%	-21.8%
CCCCc1nc2c(=O)[nH]c3ccccc3c2o1	3.9%	-2.2%	-13.7%
COc1ccc(OC)c(CCNC(=O)C2=C(C)C(=O)OC23CCC(C)CC3)c1 (centres undefined)	6.9%	-1.1%	?
Cc1cc2oc(=O)cc(CN3CCCCC3C)c2cc1Cl (centres undefined)	.	?	-27.7%
CCCNC(=O)C1(C)CCN(Cc2cc(C)n(C)n2)C1 (centres undefined)	.	-18.3%	0.9%
Cn1c(Cl)cnc1C1CC(=O)c2cc(Cl)ccc2O1 (centres undefined)	7.9%	4.11µM*	2.59µM*
CC(C)OC(=O)c1ccc(N2CCN(c3ccc(F)cc3)CC2)nc1	.	?	?
CC(=O)Nc1ccc(C2=NNC(=NCC3CCCO3)SC2)cc1 (centres undefined)	5.5%	?	?
Cc1cccc(NC(=O)CCNS(=O)(=O)c2ccc3[nH]c(=O)oc3c2)c1	0.3%	15.2%	2.0%
COc1ccc(Cl)cc1S(=O)(=O)N1CCC(C(=O)NCCC2=CCCCC2)CC1	2.3%	23.1µM*	?
Cc1ccc2nc(C)c3c(c2c1)N(c1ccc(F)cc1)CC3	.	10.3µM*	?
CCCCn1c(=O)nc2n(-c3ccc(OC)cc3)c3ccccc3cc-2c1=O	8.9%	5.0%	?
CCC(=O)N1CCN=C1SCc1ccccc1	2.0%	2.0%	-7.2%
Cc1ccc(NC(=O)c2ccc(S(=O)(=O)NCc3cccnc3)cc2)cc1C	-0.1%	?	?
CCc1ccc(Oc2c(C(F)(F)F)oc3c(CN4CCCC(C)C4)c(O)ccc3c2=O)cc1 (centres undefined)	-1.1%	2.6%	6.0%

Carrying on.
structure	TDP1 inh	DT40 TDP1 CPT	DT40 TDP1 no CPT
COc1ccc(CNC(=O)Cc2c(C)c3cc4c(C)coc4cc3oc2=O)cc1OC	4.7%	-2.5%	-9.0%
C=CCn1c(SCc2nc(N)nc(N(C)C)n2)nnc1-c1cccnc1	2.0%	-3.2%	-22.3%
Cc1cc(C(F)(F)F)nc(-n2cc(-c3ccccc3)nn2)n1	0.0%	6.6%	-16.8%
c1ccc(-c2c(-c3ccccc3)n(Cc3ccco3)c3ncnc(NCCCn4ccnc4)c23)cc1	10.4%	?	?
CN(Cc1ccc(OCC(O)CN2CCCCC2)cc1)Cc1ccnc2ccccc12 (centres undefined)	.	9.2µM*	4.61µM*
COc1ccc(CN2CCN(C3CCSCC3)CC2CCO)c(C)c1C (centres undefined)	-2.6%	18.4µM*	16.4µM*
COc1ccc(CCn2c(C)c(C(C)=O)c3cc(OC(=O)c4ccco4)ccc32)cc1OC	3.9%	?	?
COc1ccccc1C(=O)NCC(C)(C)CN=C1NS(=O)(=O)c2ccccc21	5.0%	-20.4%	?
Cc1ccc(C(=O)CC(=O)c2ccccc2)cc1	.	?	?
O=C(Oc1ccc(Cl)cc1)N1CCCCC1	-1.1%	-17.5%	-14.5%
Cc1ccn(-c2cccc(-n3ccc(C)n3)n2)n1	0.0%	-1.5%	-2.4%
CCOc1ccc(OCc2cccc(C(=O)N(CC)CC)c2)cc1	-1.8%	20.6µM*	?
O=S1(=O)CCN2C(c3ccc4c(c3)CCCC4)=CSC2=N1	-4.5%	-7.5%	-22.6%
CCOC(=O)C1CCN(CCC(=O)Nc2ccc(OC)cc2)CC1	2.2%[12.3 µM]	8.7%	0.6%
COCCNC(=O)/C(C#N)=C/c1ccc(OCC(=O)NC2CCCCC2)cc1	-0.5%	-15.9%	-27.8%
COc1ccc(N(CC(=O)NC2CCCC2)C(=O)c2csnn2)cc1	-1.6%[56.1 µM]	18.9%	-2.6%
CCOC(=O)C1=C(CN2CCSCC2)NC(=O)NC1c1cccc([N+](=O)[O-])c1 (centres undefined)	8.2%	-16.0%	-3.1%
Cc1ccc(-c2nnc(COc3cccc(-n4cnnn4)c3)o2)cc1	7.3%	-7.7%	-17.0%
CC1(C)OC(=O)C2=C(C[C@@H](C3CCCCC3)O[C@@H]2c2ccc(F)cc2)O1	.	?	?
OCCOCCn1c(C2CCCN2c2nc(-c3ccc(F)cc3)cs2)nc2cc(Cl)c(Cl)cc21 (centres undefined)	.	?	20.6µM*
O=C(NCc1ccco1)c1ccc2c(c1)N(Cc1ccc(Cl)cc1)CCS2	6.5%	?	?
O=C(CCCSc1nc2ccccc2s1)Nc1nccs1	-2.0%	-6.1%	-20.3%
COc1ccc(C)cc1NS(=O)(=O)c1ccc(-c2cnc(C3CC3)o2)cc1	6.5%&6.2%	0.0651µM*	0.0651µM*
O=C(CN1C(=O)C(=O)N(Cc2ccccc2)C1=O)c1ccc[nH]1	0.9%	-15.3%	-0.1%
CS(=O)(=O)N1c2cccc3cccc(c23)S1(=O)=O	.	-8.4%	-14.0%
CC(C)C(=O)NCCc1c[nH]c2ccccc12	1.1%	16.8%	-16.5%
O=C(CCOc1ccccc1)OCC(=O)c1cc2ccccc2o1	-3.8%	-0.9%	8.0%
Cc1ccc(-n2ncc(C(=O)N3CCN(c4ccccn4)CC3)c2C2CCN(C(=O)OC(C)(C)C)CC2)cc1	4.2%	?	?
Cc1noc(C)c1NC(=O)Nc1ccc2c(c1)C(=O)N([C@H](C)CO)C[C@H](C)[C@H](CN(C)C)O2	0.3%	4.8%	-9.7%
COc1ccc(NC(=O)CC2C(=O)N(C)C(=S)N2Cc2ccc3c(c2)OCO3)cc1 (centres undefined)	5.6%	1.5%	-2.0%

Compound profiles (already shown). Values in the order: TDP1 inh	DT40 TDP1 CPT	DT40 TDP1 no CPT
Record of O=C(CN1C(=O)C(=O)N(Cc2ccccc2)C1=O)c1ccc[nH]1 = 0.9%	-15.3%	-0.1%
Record of COCCNC(=O)/C(C#N)=C/c1ccc(OCC(=O)NC2CCCCC2)cc1 = -0.5%	-15.9%	-27.8%

More results:
structure	TDP1 inh	DT40 TDP1 CPT	DT40 TDP1 no CPT
CCCNC(=O)Cn1c(=O)n(C)c2ccccc21	8.3%	3.1%	-2.0%
Fc1ccc(NC(=S)Nc2cccnc2)c(F)c1F	0.0%	10.6%	-24.4%
CC(C)c1csc(CN2CCC(n3nccc3NC(=O)Cc3ccccc3)CC2)n1	3.2%[56.1 µM]	?	25.9µM*
COc1ccc(C(=O)COc2ccc3c(C)cc(=O)oc3c2)cc1	.	-19.9%	?
O=C(COC(=O)CNS(=O)(=O)c1c(Cl)cccc1Cl)Nc1cccnc1Cl	5.1%	-18.6%	-18.7%
COc1ccc(C2CCCCCN2C(=O)C2CCN(S(=O)(=O)c3cccc(C(C)=O)c3)CC2)cc1 (centres undefined)	.	?	?
COc1ccc(/C=N/NC(=O)CC(=O)N/N=C/c2ccc(OC)cc2)cc1	0.0%	-12.7%	?
